Screens: PubChem, several laboratories
BoNT-F LC inh = BoNT/F light chain protease inhibitors, primary screen, biochemical, flow cytometry, MLPCN library; inhibition, % at 10 µM; AID 588497, 2011; Multiplex microsphere protease cleavage assay; Botulinum neurotoxin type F light chain protease (Clostridium botulinum); 360,000 compounds, 0.22% hits; in the data active = inhibition above about 35%, passing the limit was not always enough; inconclusive = no clear call, values can overlap the other calls; also: plate controls were buffer without enzyme for full effect and enzyme alone for no effect
FBA Mtb inh = Mtb FBA enzyme inhibitors, primary screen, biochemical, fluorescence, strain H37Rv; Fructose-bisphosphate aldolase (Mycobacterium tuberculosis (strain ATCC 25618 / H37Rv)), …; purified M. tuberculosis FBA, fluorescence read-out; inhibition, % at 1 µM; 360,000 compounds, 2.3% hits; AID 588726, 2011; in the data active = inhibition above about 27%;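 also: 0% = vehicle and 100% = reference inhibitor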
Target sequence (P9WQA3 whole entry, looked up): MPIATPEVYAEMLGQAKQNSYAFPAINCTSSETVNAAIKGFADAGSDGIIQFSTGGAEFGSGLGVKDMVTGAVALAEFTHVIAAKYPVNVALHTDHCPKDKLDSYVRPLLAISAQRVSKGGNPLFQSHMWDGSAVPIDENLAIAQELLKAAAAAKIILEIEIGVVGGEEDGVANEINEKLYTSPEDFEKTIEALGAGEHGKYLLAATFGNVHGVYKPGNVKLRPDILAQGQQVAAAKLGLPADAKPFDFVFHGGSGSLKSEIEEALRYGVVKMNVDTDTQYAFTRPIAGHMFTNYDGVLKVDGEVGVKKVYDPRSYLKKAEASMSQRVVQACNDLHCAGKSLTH
GDH-TPI inh = GDH-TPI coupling enzyme inhibitors, primary screen, artefact control for M. tuberculosis FBA inhibitor project, biochemical, absorbance, full deck; GDH-TPI coupled enzyme counterscreen, NADH absorbance; inhibition, % at 4.8 µM; 360,000 compounds, 1.2% hits; AID 588335, 2011; in the data active = inhibition above about 30%;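 also: 0% = DMSO wells and 100% = wells lacking the enzyme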
UGM FP inh = M. tuberculosis UGM enzyme inhibitors, primary screen, biochemical, fluorescence polarization, single point. AID 504406, 2011. UDP-galactopyranose mutase (Mycobacterium tuberculosis (strain ATCC 25618 / H37Rv)), …. 320,000 compounds, 0.06% hits. purified UGM, fluorescence polarization probe displacement. inhibition, % at 10 µM; in the data active = inhibition above about 10%, passing the limit was not always enough; inconclusive = no clear call, values can overlap the other calls
Target sequence (P9WIQ1 whole entry, looked up): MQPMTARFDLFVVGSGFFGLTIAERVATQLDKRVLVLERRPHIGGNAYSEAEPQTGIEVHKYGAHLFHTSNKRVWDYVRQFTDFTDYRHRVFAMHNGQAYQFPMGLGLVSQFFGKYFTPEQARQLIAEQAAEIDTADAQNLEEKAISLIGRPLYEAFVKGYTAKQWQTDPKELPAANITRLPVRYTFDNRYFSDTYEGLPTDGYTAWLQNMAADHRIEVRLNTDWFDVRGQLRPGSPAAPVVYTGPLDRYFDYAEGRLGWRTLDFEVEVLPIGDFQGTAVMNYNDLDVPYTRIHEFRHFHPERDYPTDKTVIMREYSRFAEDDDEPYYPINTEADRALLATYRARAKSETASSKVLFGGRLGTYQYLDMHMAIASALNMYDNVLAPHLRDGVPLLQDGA
FadD28 binding = inhibitors of FadD28 bisubstrate probe binding, primary screen, biochemical, fluorescence polarization, single point. 360,000 compounds, 0.22% hits. AID 588549, 2011. inhibition, % at 12.5 µM. Mycobacterium tuberculosis FadD28 fatty-acid-AMP ligase; in the data active = inhibition above about 8.5%, passing the limit was not always enough; inconclusive = no clear call, values can overlap the other calls
Rv3671c protease = Rv3671c serine protease inhibitors, primary screen, biochemical, fluorescence polarization, M. tuberculosis H37Rv | P9WHR9 | inhibition, % at 5.96 µM | 320,000 compounds, 0.048% hits; in the data active = inhibition above about 38%;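 also: extracellular domain of Rv3671c used as enzyme; 0% = enzyme with DMSO and 100% = no enzyme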
PrPC surface inh = inhibitors of human cell surface prion protein PrPC, primary screen, cell-based, TR-FRET | Major prion protein (Homo sapiens), P04156 | 370,000 compounds, 0.43% hits | inhibition, % at 13.8 µM | TR-FRET read-out; in the data active = inhibition above about 24%; also: 0% = median of the test wells and 100% = reference compound wells
MazF activator = activators of E. coli MazEF toxin-antitoxin RNase, primary screen, biochemical, fluorescence, uHTS; Endoribonuclease toxin MazF (Escherichia coli (strain K12)), P0AE70; 350,000 compounds, 0.32% hits; AID 504720, 2011; activation, % at 20 µM; FAM/BHQ RNA-DNA oligo cleavage fluorescence, 5 h; in the data active = activation above about 50%
Target sequence (P0AE70 whole entry, looked up): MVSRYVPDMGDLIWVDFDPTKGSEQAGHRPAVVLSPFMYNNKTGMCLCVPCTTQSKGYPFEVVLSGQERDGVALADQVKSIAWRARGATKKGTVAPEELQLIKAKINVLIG
Mtb BioA inh = M. tuberculosis BioA enzyme inhibitors, primary screen, biochemical, plate reader, single point, HTS | 7,8-diaminopelargonic acid synthase BioA (Mycobacterium tuberculosis) | purified M. tuberculosis BioA enzyme | inhibition, % at 9.99 µM | 360,000 compounds, 0.096% hits | AID 602481, 2012; in the data active = inhibition above about 40%; inconclusive = no clear call, values can overlap the other calls
The depositor's hits bear a star; u = inconclusive; x = not tested or not shown.

SMILES	BoNT-F LC inh	FBA Mtb inh	GDH-TPI inh	UGM FP inh	FadD28 binding	Rv3671c protease	PrPC surface inh	MazF activator	Mtb BioA inh
O=C(/C=C/c1ccccc1[N+](=O)[O-])Nc1cc(S(=O)(=O)N2CCOCC2)ccc1N1CCOCC1	-2	1	0	x	-1.7	x	10	3	0.5
CC(C)(C)c1ccc(-c2nnc(SC3CCOC3=O)n2Cc2ccccc2)cc1 (stereo not given)	22	3	1	-1.5	-0.4	-3	-9	1	5.2
COCCN(C(=O)COC(=O)C(c1ccccc1)c1ccccc1)c1c(N)n(Cc2ccccc2)c(=O)[nH]c1=O	x	1	-1	1.0	-15	-2	4	1	x
CCN(C(=O)Cc1c(C(=O)O)[nH]c2ccccc12)c1cc(OC)ccc1OC	-1	0	1	1.8	-2.1	-8	3	0	-0.9
CC(C)(C)NC(=O)C[C@H]1C[C@H](C(=O)N2CCOCC2)[C@@]2(CCC3CCCC3)c3[nH]c4cc(-c5ccco5)ccc4c3CCN2C1=O	-5	24	15	x	-1.6	x	x	2	-0.7
COc1ccc(CNC(=O)Cn2cc(C(F)(F)F)ccc2=O)cc1	0	-2	4	-2.3	-3.7	-10	6	6	x
Cc1nnc(SCC(=O)Nc2ccccc2F)n1Cc1ccco1	-2	-2	1	-0.6	-0.6	-2	8	8	1.0
CCc1ccc(/C=C2\CN(CC)Cc3c2nc2ccccc2c3C(=O)O)cc1	9	2	44*	-1.1	-6.9	-5	-1	-24	-0.5
COc1ccc(OCC(=O)N(Cc2ccc(C)o2)C2CCS(=O)(=O)C2)cc1 (stereo not given)	1	-1	11	-3.1	0.3	3	1	5	0.7
O=C(NCc1cccs1)C1CC(O)CN1C(=O)Nc1ccccc1 (stereo not given)	1	-2	8	0.4	x	6	4	4	-1.6
COc1cc(NC(=O)c2cccc(Cl)c2)ccc1NC(=O)c1cccs1	-1	1	-4	-1.1	-3.0	-2	-6	-2	x
Cc1cc(NS(C)(=O)=O)c(=O)n(Cc2c(F)cccc2Cl)c1	6	5	2	0.6	-1.2	1	3	-3	-1.6
Cc1nc(NC(=O)COC(=O)C2CC3CCCC(C2)C3=O)c(Cl)cc1Cl (stereo not given)	-6	-2	3	-2.6	-0.8	-4	-2	12	-2.2
COc1ccc(OC)c(NC(=O)CNC(=O)Cn2cnc3ccccc3c2=O)c1	2	7	-7	2.8	-3.2	-2	-7	-3	0.8
COc1ccccc1N/C(=N/S(=O)(=O)c1ccc(Cl)cc1)c1ccccc1	-7	-1	12	0.7	-0.5	7	-6	2	-0.3
COc1ccccc1CCNC(=O)C(=O)NCC1OCCN1S(=O)(=O)c1cc(F)ccc1F (stereo not given)	0	1	-2	-3.2	-3.0	4	2	3	-0.6
Cc1ccccc1OCC(=O)O/N=C(\N)Cc1cccs1	-7	-3	-4	-2.1	-1.1	-2	6	-5	2.9
CCn1cc(C2=NOC(C(=O)Nc3cc(OC)c(Cl)cc3OC)C2)c(C)n1 (stereo not given)	-1	1	5	2.2	-1.7	-8	1	-2	-0.5
COc1ccc(-c2csc3ncnc(Nc4ccc(O)cc4)c23)cc1	-8	1	1	-0.5	-0.3	-1	2	-5	x
CCOC(=O)C1(C)Oc2ccc(S(=O)(=O)CC)cc2NC1=O (stereo not given)	-3	1	1	1.3	-0.5	2	3	-1	-0.9
O=C(NCc1ccco1)C(=S)N1CCCC1	2	-4	22	-1.3	-0.5	6	9	8	-1.5
COc1cccc(/C=C/C(=O)OCC(=O)NCc2ccc(Cl)cc2)c1	-7	12	5	0.7	-4.6	1	-5	0	-0.3
Cc1cc(NS(=O)(=O)c2ccc(NC(=S)NC(=O)c3ccncc3)cc2)no1	-15	0	3	1.3	-2.6	0	-7	-5	x
CCCCCCOc1ccc(C(=O)O)cc1C#N	5	2	6	0.8	-3.2	1	5	5	1.3
COc1ccc(C(=O)Oc2ccc3oc(=O)sc3c2)cc1	0	2	-3	0.9	-3.5	-5	2	-1	x
S=C(NCc1ccco1)Nc1ccc2c(c1)OCCO2	-3	-1	-7	-0.7	-3.1	3	8	4	x
COc1ccc(NCC(=O)Nc2cccc(S(=O)(=O)N3CCCC3)c2)cc1Cl	-3	-2	3	-0.3	-0.1	6	7	6	-0.7
CC(C)(C)c1cc(NC(=O)COC(=O)c2nccnc2N)n(-c2ccccc2)n1	-3	87*	8	-2.2	0.4	-3	-1	7	0.0
COC(=O)c1c(NC(NC(=O)C(C)C)C(Cl)(Cl)Cl)sc2c1CCCC2 (stereo not given)	-9	-2	-4	-1.6	0.3	-4	8	6	x
O=C(Cn1nnc(-c2ccccc2)n1)Nc1ccc2c(c1)OCO2	-24	1	7	1.0	-0.3	0	1	2	-3.1

A second format for some results above.
Values run as follows: BoNT-F LC inh, FBA Mtb inh, GDH-TPI inh, UGM FP inh, FadD28 binding, Rv3671c protease, PrPC surface inh, MazF activator, Mtb BioA inh
- CCOC(=O)C1(C)Oc2ccc(S(=O)(=O)CC)cc2NC1=O (stereo not given)
    -3, 1, 1, 1.3, -0.5, 2, 3, -1, -0.9
- O=C(NCc1ccco1)C(=S)N1CCCC1
    2, -4, 22, -1.3, -0.5, 6, 9, 8, -1.5

Going on with the list.
SMILES	BoNT-F LC inh	FBA Mtb inh	GDH-TPI inh	UGM FP inh	FadD28 binding	Rv3671c protease	PrPC surface inh	MazF activator	Mtb BioA inh
COc1ccc(C2C(C(C)=O)=C(O)C(=O)N2CCc2ccccc2)c(OC)c1 (stereo not given)	-4	-3	37*	-0.5	-3.1	-11	0	-10	0.4
COc1ccccc1NC(=O)CN1CCN(c2ccccc2F)CC1	-3	6	12	3.1	-1.6	3	-2	-3	1.0
CC(=O)c1c(N)nc2n(c1=O)CCCCC2	-34	-1	9	-0.4	0.7	4	-6	1	-4.1
Cc1cc(NC(=O)C(C)SCC(=O)Nc2cc(C(F)(F)F)ccc2N2CCOCC2)no1 (stereo not given)	-231	-1	6	0.5	-2.2	-1	1	0	3.7
CCOc1ccccc1C(=O)N[C@H](C(=O)NNC(=O)c1cccs1)C(C)C	x	2	-3	0.4	0.6	7	-1	1	1.6
CC1(C)CC2(CCO1)OC(=O)CC2C(=O)Nc1ccc(Br)cc1 (stereo not given)	-2	0	3	-2.3	-3.4	3	6	5	1.9
O=C(Nc1ccc(C(=O)NN2C(=O)c3ccccc3C2=O)cc1)c1ccccc1	-4	1	7	-0.4	-2.5	-1	5	7	-1.4
NC(=O)CSc1nnc(COc2ccccc2)n1Cc1ccco1	-2	3	-4	-2.3	-0.7	-2	-2	-3	1.2
C=CCN1C(=O)/C(=C\c2ccc(Oc3nc(N4CCOCC4)nc(N4CCOCC4)n3)c(OC)c2)SC1=S	1	-4	-10	2.5	-3.7	-5	-1	-5	-0.5
O=C1/C(=C/c2cccs2)Cc2ccccc21	-1	-4	17	-1.8	-4.5	-9	-4	8	-1.1

Part of the list above, limited to UGM FP inh.
SMILES,UGM FP inh
CC(=O)c1c(N)nc2n(c1=O)CCCCC2,-0.4
Cc1cc(NC(=O)C(C)SCC(=O)Nc2cc(C(F)(F)F)ccc2N2CCOCC2)no1 (stereo not given),0.5
CCOc1ccccc1C(=O)N[C@H](C(=O)NNC(=O)c1cccs1)C(C)C,0.4
CC1(C)CC2(CCO1)OC(=O)CC2C(=O)Nc1ccc(Br)cc1 (stereo not given),-2.3
O=C(Nc1ccc(C(=O)NN2C(=O)c3ccccc3C2=O)cc1)c1ccccc1,-0.4
NC(=O)CSc1nnc(COc2ccccc2)n1Cc1ccco1,-2.3
C=CCN1C(=O)/C(=C\c2ccc(Oc3nc(N4CCOCC4)nc(N4CCOCC4)n3)c(OC)c2)SC1=S,2.5

New compounds follow:
SMILES	BoNT-F LC inh	FBA Mtb inh	GDH-TPI inh	UGM FP inh	FadD28 binding	Rv3671c protease	PrPC surface inh	MazF activator	Mtb BioA inh
NC(=O)CC(NC(=O)Cc1ccc(Br)cc1)c1ccc(NC2CCC2)c([N+](=O)[O-])c1 (stereo not given)	-9	-4	3	1.0	-0.5	1	-19	6	-2.0
CC(C)(CNC(=O)c1cccc(S(=O)(=O)NCc2ccccc2)c1)N1CCOCC1	1	-4	2	x	-3.6	6	-6	1	0.9
CC(NC(=O)c1cc(F)c(F)cc1Cl)C1CC2CCC1C2 (stereo not given)	2	2	-6	0.7	-3.4	1	5	0	9.6
O=C(c1ccccc1F)N1CCN(S(=O)(=O)c2ccc3c(c2)OCCO3)CC1	-1	1	0	-0.9	1.1	-5	0	5	-2.5
CC1CCCN(C(=O)COC(=O)c2ccc(=O)n(Cc3ccccc3)n2)C1 (stereo not given)	0	-1	-6	-2.9	1.4	3	5	6	x
COc1ccc(C(C)(O)c2nc(-c3cccc(C(=O)O)c3)cs2)cc1 (stereo not given)	2	0	9	x	-5.5	x	-4	x	-0.8
Cc1ccc(N(Cc2ccc(C(=O)NCC3CCCO3)cc2)S(C)(=O)=O)cc1C (stereo not given)	-4	1	6	-2.0	-0.3	-4	3	8	x
O=C(Nc1ccc2ccccc2n1)c1ccccc1	-16	2	-3	2.6	-1.7	2	-5	-4	-3.4
Cc1ccn2c(=O)nc(SCC(=O)NCc3ccco3)nc2c1	-9	2	22	x	0.3	2	0	3	-3.0
CCOC(=O)c1sc2c(c1C)c(=O)n(Cc1ccccc1)c(=O)n2CCN(C)C	-9	0	1	-2.3	-1.7	-7	-1	7	0.1
CCN(CC)C(=O)c1scc2c1OCCO2	-29	1	-1	-1.4	-4.5	-4	-6	3	0.1
Cc1ccc(C(=O)NC2CCN(S(=O)(=O)c3ccccc3F)CC2)cc1	19	0	9	-3.0	-1.1	-12	-3	-28	-0.5
Cc1ccc(C(C(=O)NC2CCCC2)N(C(=O)CCC(=O)Nc2cc(C)on2)c2ccccc2)cc1 (stereo not given)	6	-2	-4	-0.9	0.4	-1	-3	4	x
C/C(=N\NC(=S)NC(C)C)c1ccccc1OC(F)F	3	0	-5	-1.2	-2.8	3	6	-8	x
CCOC(=O)c1c(C)[nH]c(C)c1C(=O)COC(=O)COc1ccc(Cl)c(C)c1	-1	-6	-1	x	-6.5	x	-3	7	-1.4
Cc1noc(C)c1C(=O)OCC(=O)c1c[nH]c2ccccc12	22	-3	11	0.5	-3.3	-4	3	10	1.4
COCc1nn2c(N)c(C#N)cnc2c1-c1ccccc1	u	2	11	0.7	0.1	0	6	-1	-0.6
CN(C)S(=O)(=O)c1ccc(C(=O)Nc2cc3c(cc2C(=O)O)OCCCO3)cc1	-28	0	6	2.0	-0.4	6	-6	0	1.0
COc1ccc(NC(=O)c2ccccc2NC(=O)NC2CCCCC2)cc1	-2	0	2	2.5	-1.2	-1	3	-15	-2.1
[O-]/[N+](=C/c1ccco1)c1ccccc1	7	0	-4	-1.3	0.0	-1	3	5	-0.9
O=C(Nc1cccnc1)c1ccc2c(c1)OCO2	-7	1	8	2.2	-1.0	0	-2	3	26
CC(C)CNc1ncnc2[nH]ncc12	4	5	11	x	-0.8	x	2	-5	x
COC(=O)c1sccc1OCc1cccc(OC)c1	-1	3	14	2.5	-2.8	-4	8	6	x
COc1ccc(/C=N/Nc2ccc([N+](=O)[O-])cc2)cc1Cn1cc([N+](=O)[O-])cn1	5	-2	-8	0.6	-4.5	-4	4	-2	-1.7
O=C(CC1C(=O)NCCN1Cc1ccccc1C(F)(F)F)NCCn1cccn1 (stereo not given)	-1	0	6	-0.1	0.1	2	5	2	-0.9
COc1ccc(N(CC(=O)N2c3ccccc3CC2C)S(=O)(=O)c2c(C)nn(C)c2C)cc1 (stereo not given)	-1	0	14	2.2	-0.3	-1	7	6	-2.3
CCCCN(C)C1CCN(C(=S)Nc2ccc(OCC)cc2)CC1	-1	1	2	-1.9	0.2	18	2	-17	-1.7
Cc1ccc(Cc2nnc3n(-c4ccccc4)nc(C(=O)c4ccccc4)n3c2=O)cc1	-5	-2	0	-1.5	-4.4	-4	-8	-3	0.8
